VLA-4 inh: inhibition in a human VLA-4 binding assay. P13612. VLA-4 expressing cells, ligand binding flow cytometry. inhibition, % (about 7 µM as worked out from the volumes in the protocol). actives 0.2% (n = 330,000). AID 2557; in the data active = inhibition above about 50%
Target sequence (P13612 whole entry, looked up): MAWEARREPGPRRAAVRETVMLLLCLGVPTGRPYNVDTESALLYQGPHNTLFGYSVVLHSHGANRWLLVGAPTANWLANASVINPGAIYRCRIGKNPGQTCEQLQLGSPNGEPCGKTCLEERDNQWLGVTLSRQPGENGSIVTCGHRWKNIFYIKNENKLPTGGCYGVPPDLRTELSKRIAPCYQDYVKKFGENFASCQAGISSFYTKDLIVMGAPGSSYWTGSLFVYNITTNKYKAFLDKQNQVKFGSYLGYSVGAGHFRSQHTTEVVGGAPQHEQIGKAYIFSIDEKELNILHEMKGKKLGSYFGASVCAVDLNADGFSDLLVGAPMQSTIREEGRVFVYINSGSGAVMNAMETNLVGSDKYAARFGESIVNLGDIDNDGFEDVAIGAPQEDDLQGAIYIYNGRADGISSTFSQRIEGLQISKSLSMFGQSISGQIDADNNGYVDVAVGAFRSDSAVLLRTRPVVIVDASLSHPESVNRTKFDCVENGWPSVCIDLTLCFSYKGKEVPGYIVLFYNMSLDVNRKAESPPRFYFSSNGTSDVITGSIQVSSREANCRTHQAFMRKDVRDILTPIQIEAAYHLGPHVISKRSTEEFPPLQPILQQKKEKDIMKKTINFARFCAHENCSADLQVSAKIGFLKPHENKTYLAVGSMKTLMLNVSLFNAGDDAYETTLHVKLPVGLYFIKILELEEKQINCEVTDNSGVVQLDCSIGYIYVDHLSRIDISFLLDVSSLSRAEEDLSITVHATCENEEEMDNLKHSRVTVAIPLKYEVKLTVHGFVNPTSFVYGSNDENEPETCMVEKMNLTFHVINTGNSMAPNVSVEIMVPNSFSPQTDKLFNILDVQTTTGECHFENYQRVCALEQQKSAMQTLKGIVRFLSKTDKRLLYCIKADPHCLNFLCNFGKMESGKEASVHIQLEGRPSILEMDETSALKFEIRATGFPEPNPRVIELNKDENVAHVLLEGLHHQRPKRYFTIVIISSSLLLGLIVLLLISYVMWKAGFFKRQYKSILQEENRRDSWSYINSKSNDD
AGP1 TOR yeast: alters AGP1-GFP fluorescence in TOR pathway yeast screen. S. cerevisiae AGP1-GFP multiplex flow cytometry, 3 h; GFP as percent of DMSO wells. GFP response vs DMSO, % at 10 µM. actives 0.02% (n = 320,000);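 active = GFP response relative to DMSO above a set limit, near screen average plus 3 SD, cut at about 150% in these data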;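 note: median GFP channel fluorescence of the gated AGP1 strain per well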
CR mimetic SO: lowers age-related superoxide in aged yeast cells; AID 2690; S. cerevisiae aged cells, superoxide DHE fluorescence; active compounds read low; superoxide response (% of plate mean), % at 10 µM; actives 0.18% (n = 330,000);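 active = superoxide response under a set limit, about three screen SD below normal, cut at about 65% in these data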;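 note: yeast aged for seven days with compound at 30 °C before DHE staining; 100% = average MFI of all compound-treated wells on the plate with controls excluded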
MCL1 BIM primary: inhibitors of human MCL1 binding to BIM-BH3 peptide. GST-MCL1 / FITC-Bim-BH3 fluorescence polarization. Q07820. inhibition, % at 10.9 µM. actives 0.68% (n = 320,000);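 active = inhibition above the mean inhibition of all tested compounds plus 3 SD, set per campaign, cut at about 40% in these data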;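 note: 0% = DMSO wells and 100% = unlabeled Bim-BH3 peptide control; higher means more loss of mP so more displacement of Bim peptide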
Bcl-xL primary: inhibitors of human Bcl-xL; AID 2129; Q07817; GST-Bcl-xL / FITC-Bim BH3 peptide fluorescence polarization; inhibition, % at 10.9 µM; actives 0.7% (n = 320,000);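 active = inhibition above the mean of all tested compounds plus 3 SD, cutoff set per campaign, cut at about 30% in these data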;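 note: 0% = DMSO wells and 100% = unlabeled Bim-BH3 peptide competitor; inhibitors lower millipolarization by displacing the labeled peptide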
GLD-1 TGE inh: GLD-1-TGE RNA interaction inhibition (C. elegans); actives 0.44% (n = 320,000); purified GLD-1 + fluorescein TGE RNA, fluorescence polarization; Q17339; inhibition, % at 5.96 µM; AID 2280;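 active = percent inhibition above a per-plate cutoff, the plate mean of test compounds plus 3 SD, cut at about 30% in these data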;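 note: 0% = DMSO wells with GLD-1 and probe and 100% = wells lacking GLD-1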
GRK2 inh: human GRK2 inhibition via aptamer displacement; P25098; bead flow cytometry, FAM-aptamer displacement from GRK2; inhibition of aptamer binding, % at 10 µM; actives 0.59% (n = 330,000); AID 488847;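 active = inhibition of aptamer binding above 40%, roughly 3 SD of noise, on plates passing a quality check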;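 note: median bead fluorescence of bound FAM aptamer so fluorescent compounds give negative values; no value below 0 was filed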
CIT2-GFP yeast: alters CIT2-GFP fluorescence in TOR pathway yeast screen; S. cerevisiae CIT2-GFP strain, flow cytometry, 3 h; 100 means same as DMSO wells; GFP response vs DMSO, % at 10 µM; actives 0.065% (n = 320,000); AID 2029;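 active = GFP response relative to DMSO above a set limit, near the screen mean plus 3 SD, cut at about 150% in these data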;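 note: ratio of well median GFP fluorescence to mean of DMSO wells on the plate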
MEX-5 binding: C. elegans MEX-5 TCR-2 RNA binding activity; actives 0.38% (n = 300,000); MEX-5/FITC-TCR2 RNA binding, fluorescence polarization; active compounds read low; Q9XUB2; activity score (negative = inhibition of binding), % at 10 µM; AID 1832;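 active = inhibition past about -25% in most replicates, and total fluorescence under double the plate's negative control median, limit read from the data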;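 note: 0% = DMSO and -100% = 5 µM competing unlabeled TCR2 RNA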
* hit, by the source's call; . = no result given.

Second line of a record – CIT2-GFP yeast	MCL1 BIM primary	VLA-4 inh	GRK2 inh	Bcl-xL primary	CR mimetic SO	AGP1 TOR yeast	MEX-5 binding	GLD-1 TGE inh
1: COc1ccc(Oc2c(Cl)cnn(-c3ccc(F)cc3)c2=O)cc1
  103	-1	7	0	5	112	99	1.9	9
2: CN(C)S(=O)(=O)N1CCN(Cc2ccccc2)CC1
  104	5	10	0	2	88	100	1.0	-6
3: CC(=O)N(Cc1ccccn1)Cc1ccco1
  101	9	14	0	5	89	101	-3.5	16
4: Cc1c(NS(=O)(=O)c2ccc(F)cc2)c(=O)n(-c2ccccc2)n1C
  99	-1	7	2	4	93	89	0.4	-2
5: O=C(Nc1cc(S(=O)(=O)N2CCOCC2)ccc1N1CCCC1)c1cc(=O)[nH]c2ccccc12
  121	3	-3	4	-3	96	104	0.2	4
6: CCOC(=O)c1ccc(NC(=O)c2cc3c(s2)CCC3)cc1
  100	9	5	0	3	86	93	-0.2	3
7: O=c1[nH]c(NCCO)nc2ncn(Cc3ccccc3)c12
  99	-2	13	1	2	110	98	-1.3	0
8: O=C(Nc1ccc(C(F)(F)F)cc1)c1cccnc1N1CCOCC1
  91	-7	0	0	1	100	93	-1.9	5
9: CCOC(=O)N1CCN(Cc2ccccn2)CC1
  79	2	1	1	12	104	28	1.8	3
10: CC(=O)c1c(C)nc2ccc(Br)cc2c1-c1ccccc1
  101	8	13	1	3	111	96	-3.2	5
11: COc1ccccc1C1c2ccc3ccccc3c2Oc2ncn(CCN(C)C)c(=N)c21 (centres undefined)
  94	5	20	0	4	109	85	-0.7	-7
12: COc1cccc(-c2c(C(=O)N/N=C(\C)c3ccncc3)nnn2-c2nonc2N)c1
  108	2	4	4	9	98	86	1.0	8
13: CCC(c1nc2ccccc2c(=O)n1CCN1CCOCC1)N1C(=O)c2ccccc2C1=O (centres undefined)
  102	7	-4	2	4	91	102	0.4	2
14: O=C(c1ccc2c3c(cccc13)CC2)C1CCCN(C(=O)c2ccc[n+]([O-])c2)C1 (centres undefined)
  97	-5	2	0	0	87	101	0.1	2
15: COc1cccc(CN(CC(=O)NCc2ccc(F)cc2)C(=O)c2ccco2)c1
  101	-1	11	2	2	101	102	-1.4	3
16: O=C(CSc1c2c(nc3cc(Cl)ccc13)CCCC2)NCCCN1CCOCC1
  104	6	3	1	3	107	98	1.3	7
17: COc1ccc(/C=C/c2cc(C(F)(F)F)on2)cc1
  100	-7	4	0	3	89	103	-1.5	-2
18: Cc1cccc(N(CC(=O)Nc2ccccc2-c2ccccc2)S(=O)(=O)c2ccccc2)c1C
  93	3	-14	9	2	104	98	1.1	-1
19: CCCC(c1nnnn1Cc1ccccc1)N1CCN(c2ccccc2OC)CC1 (centres undefined)
  91	-3	-16	0	6	130	94	-0.4	3
20: COc1ccc(CCn2c(C)cc(C(=O)CSc3nnnn3-c3ccccc3)c2C)cc1
  108	-9	12	0	-6	86	112	-0.1	4
21: CNc1nc(Cl)nc(NC(C)(C)C)n1
  114	8	8	2	7	96	104	-1.4	4
22: COc1ccc(S(=O)(=O)NCc2cccnc2)cc1C(=O)Nc1ccccc1
  93	6	4	1	-1	109	92	0.8	-4
23: CCCCn1c(SCC(=O)Nc2cc(C)on2)nnc1-c1cccnc1
  100	-5	13	3	-2	113	108	1.4	6
24: COc1cc(C(=O)OCC(=O)N2CCCCC2C)cc(NC(=O)c2cccs2)c1OC (centres undefined)
  104	3	12	3	-7	88	92	3.5	1
25: O=C(O)/C=C/C(=O)Nc1ccccc1-c1ccccc1
  93	-13	16	0	-4	122	92	1.3	-6
26: c1ccc(N2CCN(c3nc4ccccc4[nH]3)CC2)nc1
  106	3	2	0	-2	88	99	-3.0	11
27: NS(=O)(=O)c1ccc(NC(=S)NCc2ccc3c(c2)OCO3)cc1
  101	-6	1	0	5	102	102	4.7	-7
28: Cc1nnc(SCc2nnc(-c3cccs3)o2)n1Cc1ccccc1
  96	2	2	5	1	96	103	-0.8	-2
29: CCc1c(O)nc(SCc2ccc(F)cc2)[nH]c1=O
  102	-10	-11	5	1	101	91	-0.6	4
30: O=C(COc1ccccc1)NCC(=O)N1CCCC1
  100	5	-32	0	4	91	98	0.9	2

Entries of single compounds as entered above:
CC(=O)c1c(C)nc2ccc(Br)cc2c1-c1ccccc1 across the screens: CIT2-GFP yeast = 101; MCL1 BIM primary = 8; VLA-4 inh = 13; GRK2 inh = 1; Bcl-xL primary = 3; CR mimetic SO = 111; AGP1 TOR yeast = 96; MEX-5 binding = -3.2; GLD-1 TGE inh = 5
COc1cccc(-c2c(C(=O)N/N=C(\C)c3ccncc3)nnn2-c2nonc2N)c1 across the screens: CIT2-GFP yeast = 108; MCL1 BIM primary = 2; VLA-4 inh = 4; GRK2 inh = 4; Bcl-xL primary = 9; CR mimetic SO = 98; AGP1 TOR yeast = 86; MEX-5 binding = 1.0; GLD-1 TGE inh = 8

Back to the main list with the four entries that preceded the break.
Second line of a record – CIT2-GFP yeast	MCL1 BIM primary	VLA-4 inh	GRK2 inh	Bcl-xL primary	CR mimetic SO	AGP1 TOR yeast	MEX-5 binding	GLD-1 TGE inh
27: NS(=O)(=O)c1ccc(NC(=S)NCc2ccc3c(c2)OCO3)cc1
  101	-6	1	0	5	102	102	4.7	-7
28: Cc1nnc(SCc2nnc(-c3cccs3)o2)n1Cc1ccccc1
  96	2	2	5	1	96	103	-0.8	-2
29: CCc1c(O)nc(SCc2ccc(F)cc2)[nH]c1=O
  102	-10	-11	5	1	101	91	-0.6	4
30: O=C(COc1ccccc1)NCC(=O)N1CCCC1
  100	5	-32	0	4	91	98	0.9	2
31: Cc1c(NP(=O)(c2ccc(Br)cc2)c2ccc(Br)cc2)c(=O)n(-c2ccccc2)n1C
  99	2	11	0	2	106	101	1.8	4
32: O=C(CC1C(=O)NCCN1C(=O)Nc1ccc(C(F)(F)F)cc1)Nc1ccc(F)cc1 (centres undefined)
  95	1	1	3	1	83	99	1.7	8
33: CCOc1ccc(S(=O)(=O)N/N=C\c2ccc3c(c2)OCO3)cc1
  86	.	2	0	.	105	94	-3.2	.
34: CCN(CC)c1ccc(S(=O)(=O)N2CCOCC2)cc1NC(=O)CSc1n[nH]c(N)n1
  100	-8	4	0	-8	117	101	1.8	0
35: O=C1CCCc2c1nc(-c1cccc(Cl)c1)n2O
  104	0	5	5	-4	92	102	1.7	4
36: CC1Sc2ccc(S(=O)(=O)CCC(=O)NC(C)c3ccccc3)cc2NC1=O (centres undefined)
  103	-1	23	8	4	125	102	0.9	1
37: Cn1nc(-c2ccc(Cl)cc2)c2cc(C(=O)NCCN3CCOCC3)sc21
  107	0	0	0	-4	104	107	0.7	-3
38: Cc1nc2sccn2c(=O)c1S(=O)(=O)NCC(C)c1ccccc1 (centres undefined)
  95	8	11	0	1	86	96	1.1	3
39: CCCCNC(=O)C1CCCN(S(=O)(=O)c2c(C)noc2/C=C/c2cccs2)C1 (centres undefined)
  105	3	5	0	5	92	109	0.9	1
40: CCn1cc(C(=O)N[C@@H](CCSC)C(=O)NCCCO)c(=O)c2cc3c(cc21)OCO3
  104	6	40	5	4	87	104	-3.0	-5
41: CCN(C[C@H]1N[C@@](C)(C(=O)OC)[C@H]2C(=O)N(C)C(=O)[C@@H]12)C(=O)COC
  95	.	29	0	.	95	103	.	1
42: COc1ccc(-c2c(C#N)c(SCC(=O)Nc3ccccc3)nc3c2CCCC3)cc1
  90	-3	0	0	0	96	90	1.2	-8
43: COc1ccc(-c2[nH]ncc2CN2CCCN(C(=O)c3ccco3)CC2)cc1F
  75	7	2	0	-1	83	100	1.9	-1
44: Cc1occc1C(=O)NC1CCCc2ccccc21 (centres undefined)
  110	6	3	0	0	103	108	0.8	-1
45: COc1cc2c(=O)n(CC3CCCO3)c(=O)n(CC(=O)Nc3ccc(F)cc3F)c2cc1OC (centres undefined)
  81	10	14	0	10	99	92	0.7	0
46: CCCC(=O)N(CCc1ccc(OC)cc1)Cc1nc2ccccc2c(=O)[nH]1
  98	4	4	3	6	111	100	1.8	4
47: Cc1ccc(Nc2ncnc3nc[nH]c23)cc1Cl
  99	1	-8	2	2	106	99	1.4	8
48: COC(=O)CCC(=O)NC(=S)Nc1ccc(S(=O)(=O)Nc2cc(C)on2)cc1
  84	.	1	0	.	103	99	-0.8	.
49: Cc1ccc(NC(=O)CSc2nc3c(c(=O)n(C)c(=O)n3C)n2C)cc1
  101	-7	2	0	-1	90	106	1.2	-14
50: COc1ccc(C(=O)/C=C/c2ccc(O)cc2)c2c1CC(O)C(C)(C)O2 (centres undefined)
  104	.	32	0	.	125	108	.	-20
51: CC[C@@]12C(=O)N(c3cccc(Br)c3)C(=O)N1[C@H](c1ccc(F)cc1)[C@@H]1C(=O)N(C3CCCCC3)C(=O)[C@@H]12
  109	-3	1	1	5	97	99	1.2	2
52: CCN1C(=O)c2cccc3c(S(=O)(=O)Nc4ccccn4)ccc1c23
  94	-2	18	0	5	97	95	-0.1	3
53: CC(OC(=O)Cn1[nH]c(=O)c2ccccc2c1=O)C(=O)Nc1ccccc1[N+](=O)[O-] (centres undefined)
  103	6	-7	0	2	102	105	1.8	1
54: Cc1nc2scc(C)n2c(=O)c1S(=O)(=O)N1CCN(c2cccc(C(F)(F)F)c2)CC1
  109	-1	15	1	0	109	101	-1.4	6
55: COc1cccc(N2CCN(C(=O)CN3C(=O)NC(C)(c4ccc5ccccc5c4)C3=O)CC2)c1 (centres undefined)
  90	-1	5	0	1	104	98	0.8	6
56: COc1ccccc1CNC(=O)c1ccc(Br)o1
  .	-3	.	.	1	.	.	-1.3	-3
57: O=c1ccccn1Cc1ccccc1F
  100	3	5	0	9	101	97	0.1	0
58: COc1cccc(N2CCN(C(=O)CN3C(=O)NC4(CCCC4)C3=O)CC2)c1
  125	4	-18	0	4	98	104	2.3	-3
59: C#CC1CCCCC1NC(=O)Nc1cnccc1C(F)(F)F (centres undefined)
  96	-2	-1	2	2	105	101	1.2	-1
60: CCOc1cc(/C=N/n2cnnc2)cc(Br)c1O
  103	5	0	0	5	95	105	-2.8	0
61: Cc1oc(=O)c(NC(=O)c2ccccc2)cc1C(=O)c1ccccc1
  99	0	41	0	6	101	95	0.5	9

Random excerpt: three entries already listed.
Second line of a record – CIT2-GFP yeast	MCL1 BIM primary	VLA-4 inh	GRK2 inh	Bcl-xL primary	CR mimetic SO	AGP1 TOR yeast	MEX-5 binding	GLD-1 TGE inh
57: O=c1ccccn1Cc1ccccc1F
  100	3	5	0	9	101	97	0.1	0
38: Cc1nc2sccn2c(=O)c1S(=O)(=O)NCC(C)c1ccccc1 (centres undefined)
  95	8	11	0	1	86	96	1.1	3
51: CC[C@@]12C(=O)N(c3cccc(Br)c3)C(=O)N1[C@H](c1ccc(F)cc1)[C@@H]1C(=O)N(C3CCCCC3)C(=O)[C@@H]12
  109	-3	1	1	5	97	99	1.2	2

Bioassay records as filed in PubChem BioAssay.
